Hck-Nef inh – inhibitors of human Hck kinase activated by Nef; P08631; Recombinant Hck-YEEI plus Nef, Z-Lyte FRET kinase assay; inhibition, % at 20 µM; 220,000 tested, 0.68% active;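 active = Hck-Nef kinase inhibition above about 50%, limit read from the data; inactive = inhibition below that limit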;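 also: 0% = DMSO with Hck plus Nef and 100% = Hck alone without Nef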
Rad51 HR inh – blocks human Rad51 in homologous recombination. AID 1385. hRad51 DNA strand exchange, fluorescence dequenching. Q06609. inhibition, % at 10 µM. 200,000 tested, 0.085% active;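 active = inhibition above 40% at the single screening dose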;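 also: 0% = DMSO control wells and 100% = blanks with heterologous ssDNA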
Target sequence (Q06609 whole entry, looked up): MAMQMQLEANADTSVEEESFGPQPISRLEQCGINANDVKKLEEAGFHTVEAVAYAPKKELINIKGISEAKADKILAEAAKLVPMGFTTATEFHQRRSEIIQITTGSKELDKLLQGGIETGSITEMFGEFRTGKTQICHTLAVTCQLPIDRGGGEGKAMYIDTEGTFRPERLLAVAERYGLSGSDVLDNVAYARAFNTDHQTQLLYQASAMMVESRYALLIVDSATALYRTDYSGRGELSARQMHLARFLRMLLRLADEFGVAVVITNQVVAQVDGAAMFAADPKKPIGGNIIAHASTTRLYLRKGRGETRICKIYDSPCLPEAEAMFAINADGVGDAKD
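Test system – preformed human Rad51 ssDNA filaments · Reagent – Donor/quencher-labelled 47-bp dsDNA substrate · Incubation – 37 °C 15-min filament assembly, 30-min compound preincubation, 15-min exchange · Signal – FRET fluorescence dequenching, excitation 485 nm, emission 520 nm · Read-out – percent inhibition from fluorescence, normalised to plate control and blank means · Benchmarks – plate control and blank wells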
FXIa inh – inhibitors of human coagulation factor XIa. P03951. purified FXIa, Boc-Glu-Ala-Arg-AMC fluorogenic substrate. inhibition, % at 5 µM. 220,000 tested, 0.14% active;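 active = inhibition of at least 40%; inactive = inhibition below 40%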;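 also: fluorescence of freed AMC excited at 355 nm; 0% = enzyme without compound and 100% = no enzyme blank; many of its hits are not listed in these tables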
L929 necroptosis – L929 zVAD cell death inhibition; L929 zVAD necroptosis rescue, ATP luminescence, 24 h; with zVAD 60 µM; viability rescue, % at 10 µM; 220,000 tested, 0.38% active; AID 1377;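 active = activation, scaled between plate controls, above about 75%, limit read from the data; inactive = activation under that limit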;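 also: 0% = zVAD with DMSO and 100% = DMSO alone without zVAD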
TNF necrop inh – TNF-alpha cell death inhibition in Jurkat FADD-/- cells. activation (protection from cell death), % at 10 µM. 220,000 tested, 0.068% active. Jurkat FADD-/- TNF necroptosis rescue, ATP luminescence, 24 h; 0 = TNF only, 100 = no-TNF cells;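 active = activation, meaning protection from cell death, of at least 50% relative to plate controls; inactive = activation below 50%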;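 also: necroptosis triggered by 40 ng/mL TNF-alpha added together with compound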
thrombin 1536 – thrombin (human) inhibition | P00734 | alpha-thrombin, Boc-VPR-AMC fluorogenic substrate cleavage | inhibition, % at 5 µM | 220,000 tested, 0.26% active;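 active = inhibition at or above 40%; inactive = inhibition below 40%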;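 also: 0% = enzyme with no compound and 100% = wells without enzyme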
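Test system: human alpha-thrombin protein / Dosing: one concentration per compound, 5 µM, with 0.2% DMSO / Medium: pH 7.5 Tris-saline with Tween 20 / Benchmarks: no-compound enzyme wells and no-enzyme blanks / Read-out basis: percent inhibition of thrombin substrate cleavage / Timing: reaction at room temperature / Measured by: fluorescence, ex 355 nm, em 460 nm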
Cl transport mod – modulators of human KCC2 chloride dependent transport; 190,000 tested, 2.2% active; AID 1456; Q9H2X9; B-score of Tl+ flux slope (higher = more flux/activation; lower = inhibition) at 10 µM; KCC2 cells, thallium flux FluoZin-2 fluorescence;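 active = thallium flux slope and its plate-corrected score both differing from the plate sample mean at a set confidence after two filtering rounds, in either direction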;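 also: slope of fluorescence scaled to starting intensity during 10 to 20 s after thallium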
FXIIa inh – inhibitors of human coagulation factor XIIa; purified FXIIa, Boc-QGR-AMC fluorogenic substrate, 2 h; inhibition, % at 5 µM; P00748; 220,000 tested, 0.3% active; in the data active = inhibition above about 40%;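 also: 0% = enzyme with no compound and 100% = blank without enzyme; many of its hits are not listed in these tables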
Target sequence (P00748 20-372 limits assumed): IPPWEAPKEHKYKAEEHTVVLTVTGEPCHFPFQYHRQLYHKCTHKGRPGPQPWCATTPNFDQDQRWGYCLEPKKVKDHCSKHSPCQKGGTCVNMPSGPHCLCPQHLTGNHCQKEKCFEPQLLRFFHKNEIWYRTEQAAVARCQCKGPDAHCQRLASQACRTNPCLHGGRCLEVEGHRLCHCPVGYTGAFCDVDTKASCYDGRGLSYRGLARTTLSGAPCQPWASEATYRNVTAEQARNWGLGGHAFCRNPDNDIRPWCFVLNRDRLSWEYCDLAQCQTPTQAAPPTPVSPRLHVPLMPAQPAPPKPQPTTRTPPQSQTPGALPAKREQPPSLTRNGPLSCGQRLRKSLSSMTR
Target sequence (P00748 373-615 limits assumed): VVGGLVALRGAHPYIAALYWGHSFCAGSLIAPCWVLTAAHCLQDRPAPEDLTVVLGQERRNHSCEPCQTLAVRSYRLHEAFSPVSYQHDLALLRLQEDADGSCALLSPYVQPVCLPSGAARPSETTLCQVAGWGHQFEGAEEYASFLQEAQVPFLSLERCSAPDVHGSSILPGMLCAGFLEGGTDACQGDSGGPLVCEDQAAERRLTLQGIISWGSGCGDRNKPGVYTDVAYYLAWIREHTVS
hK5 inh – blocks human kallikrein 5 protease activity; 210,000 tested, 0.59% active; inhibition, % at 5 µM; AID 873; Q9Y337; recombinant hK5, fluorogenic AMC substrate cleavage;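 active = inhibition of 40% or more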;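 also: 0% = enzyme controls without compound and 100% = no-enzyme blanks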
The depositor's hits bear a star; i = inactive; x = no result given. The list is partial (hit frequency here may not be typical).

SMILES | Hck-Nef inh | Rad51 HR inh | FXIa inh | L929 necroptosis | TNF necrop inh | thrombin 1536 | Cl transport mod | FXIIa inh | hK5 inh
CCN(C(=O)COC(=O)/C=C/c1ccc(O)c(OC)c1)C1CCS(=O)(=O)C1 (stereo not drawn) | -1 | -2 | -2 | 0.8 | 1.3 | -14 | 0.21 | 7 | -15
Cc1nc2ccccc2n1C(=O)N1CCOCC1 | 4 | x | -10 | 0.7 | -0.9 | -3 | 0.01 | 2 | -12
COC(=O)CN(C#N)c1nc(SC)nc(N(C)C)n1 | 9 | -3 | 1 | -0.3 | -2.9 | 4 | 0.67 | 19 | -2
CCOc1cc(CNC)ccc1OCC(=O)NC(C)(C)C | -35 | -9 | 29 | 0.5 | 0.0 | 6 | -0.39 | 36 | 20
O=C(O)CC(NC(=O)Cc1ccccc1)c1cc([N+](=O)[O-])ccc1Cl (stereo not drawn) | -4 | 39 | -1 | 0.1 | 0.7 | 5 | -0.86 | 6 | -7
COc1ccc2c(c1)C(c1cccs1)=NNC(c1cccnc1)=N2 | 23 | 1 | 2 | 4.6 | -0.9 | -2 | -0.97 | 12 | 2
O=C(NC1C2CC3CC(C2)CC1C3)C1CC1 (stereo not drawn) | 2 | -2 | 5 | -0.6 | -0.1 | 0 | 0.82 | 12 | -9
CCC(NC(=O)Nc1ncccc1C)(C(F)(F)F)C(F)(F)F | 1 | 1 | 5 | 2.8 | 0.1 | 2 | -1 | 16 | -13
CCS(=O)(=O)Nc1cccc(C(=O)O)c1 | 16 | -1 | 0 | -0.4 | 2.0 | 1 | -0.14 | 7 | 3
CC1CCc2sc3ncn4nc(C(=O)NCc5ccco5)nc4c3c2C1 (stereo not drawn) | -4 | x | 3 | 3.8 | -0.2 | -2 | -0.62 | 11 | 3
CCOC(=O)c1c(NC(=O)CC2Nc3ccccc3NC2=O)sc(C)c1C (stereo not drawn) | 2 | -13 | 5 | 1.5 | 1.7 | 1 | 0.26 | 18 | -15
Cc1cc(C(=O)CN2C(=O)NC(C)(c3cccc(Br)c3)C2=O)c(C)n1Cc1ccco1 (stereo not drawn) | 1 | -4 | -9 | 13 | 2.3 | -4 | 0.64 | -5 | 1
CN(C)CCCN(C(=O)C1COc2ccccc2O1)c1nc2ccc(F)cc2s1 (stereo not drawn) | 19 | 5 | 0 | 0.7 | 2.7 | -6 | 0.55 | 6 | 1
COC(=O)CSc1nc2c(c(-c3ccc(C)o3)c1C#N)CCCC2 | 1 | 11 | 8 | -0.3 | 0.5 | 0 | 0.14 | 15 | 4
NC(=O)CSCc1cccc(Br)c1 | -2 | -11 | 10 | 52 | 15 | 3 | 0.73 | 15 | 2
Cc1nnc(Nc2ccc(Cl)cc2)n(N)c1=O | -12 | -11 | -10 | 1.3 | 0.0 | 10 | 0.045 | 1 | -12
C#CCN(Cc1ccco1)C(=O)c1cc(COc2ccc(F)cc2Cl)on1 | 28 | 4 | -1 | 1.2 | 0.3 | 12 | -1.6 | 12 | 3
O=C(COc1cccnc1[N+](=O)[O-])NCCc1ccc(Cl)cc1Cl | 23 | 2 | -4 | 0.7 | 1.1 | -13 | -0.46 | 2 | -5
O=C(c1ccco1)N1CCN(C/C=C/c2ccccc2)CC1 | 1 | -9 | 4 | 0.3 | 1.9 | 0 | x | 15 | 2
CSc1ccc(C(=O)/C=C/c2ccc(N)cc2)cc1 | -1 | -7 | 17 | 0.4 | 1.6 | 22 | -0.062 | 6 | 69*
COC(=O)c1cccc(S(=O)(=O)N2CCC(C)CC2)c1 | -1 | -6 | 3 | -0.4 | 0.7 | -4 | -1.5 | 12 | 13
S=C1NC2(CCCCC2)NN1c1ccccc1 | 12 | x | 2 | -0.3 | -0.6 | 5 | x | 8 | -4
COc1ccc2[nH]c(=O)c(C(=O)O)cc2c1 | 7 | 5 | 1 | -0.1 | -0.3 | 0 | 0.58 | 7 | 3
CCSc1ncc(Cl)c(C(=O)N(Cc2ccc(N(C)C)cc2)C2CCS(=O)(=O)C2)n1 (stereo not drawn) | 0 | 6 | -12 | -0.4 | 0.2 | -2 | 3.1 | 4 | -15
O=C(c1nn2c(C(F)(F)F)cc(-c3ccco3)nc2c1Br)N1CCCc2ccccc21 | 1 | 2 | 2 | -0.3 | -4.8 | -1 | x | 11 | 2
O=C(NCc1nc2ccccc2[nH]1)c1cccc(S(=O)(=O)N2CCOCC2)c1 | 6 | -9 | 0 | 0.8 | 2.1 | 9 | 1.1 | 13 | -7
COc1ccc2c(c1)C(NC(C)=O)C(=O)N2C (stereo not drawn) | -1 | -7 | 3 | 0.3 | -1.9 | 4 | 0.4 | 14 | -7
COc1ccc(-n2c(=S)[nH]c3cc(C(=O)Nc4cc(OC)c(OC)c(OC)c4)ccc3c2=O)c(OC)c1 | 4 | x | -2 | 0.0 | 0.4 | -5 | -0.0066 | 3 | x
Cc1ccc(OCCCSc2n[nH]c(N)n2)cc1 | 12 | x | 3 | 0.2 | -0.5 | 2 | 1.2 | 14 | 24
COC(=O)c1sc(-c2ccc(C(C)(C)C)cc2)cc1NC(=O)/C=C/C(=O)O | 1 | -2 | 0 | 0.3 | -8.3 | -3 | -2.7 | 1 | 1
COCCCNC(=O)Cn1nc(-c2ccccc2OC)ccc1=O | 0 | x | 12 | 0.1 | -1.2 | 1 | 0.68 | 33 | 8
COc1cccc(OC)c1C(=O)Nc1ccc(CN2CCCCC2)cc1 | 0 | 0 | 14 | 0.4 | 0.5 | 14 | x | 19 | 10
Cc1ccc(S(C)(=O)=O)cc1S(=O)(=O)Nc1ccccc1 | 1 | 2 | -1 | 0.0 | -0.2 | -5 | -2 | 5 | -15
COc1ccccc1NS(=O)(=O)c1cc(NC(=O)C2CCCC2)ccc1N1CCOCC1 | 25 | 3 | 3 | -1.6 | 4.1 | 0 | 0.51 | 11 | 6
Oc1ccc(-c2nc(-c3ccc(O)c(O)c3)cs2)cc1 | 14 | 1 | 2 | 53 | -15 | 1 | -3.5* | 13 | -6
COc1ccccc1Nc1nc(N)nc(CSc2nnc(C)s2)n1 | 8 | 1 | 5 | 0.0 | -2.1 | 5 | -0.0088 | 10 | -6
CC(=O)Nc1ccc(N(C(=O)c2cnccn2)C(C(=O)NC2CCCCC2)c2ccc(O)cc2)cc1 (stereo not drawn) | 2 | 2 | -5 | -0.1 | 0.1 | -2 | 1.4 | 9 | -3
CCOc1ccccc1-n1nnnc1SCC(=O)Nc1cc(C)on1 | 4 | 3 | 2 | 0.9 | 1.0 | 5 | x | 22 | -12
CN(c1ccccc1)S(=O)(=O)c1ccc(C(=O)Nc2nnc(C3=COCCO3)o2)cc1 | 25 | 0 | 3 | 0.8 | 1.5 | -4 | -0.14 | 4 | -4
CC(C)(C)n1nnnc1C(c1cccs1)N(Cc1cccnc1)Cc1ccco1 (stereo not drawn) | 3 | 2 | -5 | -0.5 | -1.3 | 0 | -1.5 | 3 | 3
CCOc1ccc2nc(NC(=O)C3CCCN(S(=O)(=O)c4cccc5nonc45)C3)sc2c1 (stereo not drawn) | 10 | 1 | 0 | 1.6 | -3.2 | 3 | -0.43 | 12 | -2
O=C(NCCSCc1ccco1)c1ccc(CN2CCOCC2)cc1 | 4 | 0 | 4 | 0.7 | -0.3 | 6 | x | 15 | 6
COc1ccc(CNC(=O)c2ccc(C(C)C)cc2)cc1 | 20 | 6 | -3 | 1.5 | 1.8 | -5 | -0.58 | 9 | -2
Cc1ccc(OCc2nnc(SCC(=O)N3c4ccccc4Sc4ccc(Cl)cc43)o2)cc1 | 2 | 9 | -10 | 0.3 | 3.4 | -9 | 0.57 | 2 | -5
CCSC1=C(C#N)C(c2ccccc2C)CC(=O)N1 (stereo not drawn) | 4 | -2 | 3 | 1.9 | 0.4 | 0 | -1.5 | 13 | -2
COc1ccc(NC(=S)NC(=O)c2ccc(Br)o2)cc1 | -22 | 0 | 2 | 0.5 | -0.2 | -1 | 100* | 12 | 6
COc1ccc(CC(=O)O/N=C(\N)Cc2ccc(OC)cc2)cc1 | -2 | 4 | -1 | -0.4 | -1.0 | 0 | 0.65 | 9 | -13
CCSc1nc2ccccc2n1CC(=O)OC | 1 | -14 | -1 | 0.1 | -1.4 | 2 | 1 | 16 | -1
CC(=O)Nc1sc(N/N=C\c2ccc(O)cc2)nc1-c1cccs1 | 60* | -1 | 5 | 2.3 | -3.4 | 2 | -0.21 | 10 | 4
Cc1cc2c(cc1C)N(C(=O)CSc1nncn1C)C(C)(C)c1ssc(=S)c1-2 | 4 | 3 | 13 | -0.7 | -4.7 | 2 | 0.78 | 20 | 12

As a short view, some entries already given.
SMILES | Hck-Nef inh | Rad51 HR inh | FXIa inh | L929 necroptosis | TNF necrop inh | thrombin 1536 | Cl transport mod | FXIIa inh | hK5 inh
COc1ccc(NC(=S)NC(=O)c2ccc(Br)o2)cc1 | -22 | 0 | 2 | 0.5 | -0.2 | -1 | 100* | 12 | 6
COc1ccc(CC(=O)O/N=C(\N)Cc2ccc(OC)cc2)cc1 | -2 | 4 | -1 | -0.4 | -1.0 | 0 | 0.65 | 9 | -13
CCSc1nc2ccccc2n1CC(=O)OC | 1 | -14 | -1 | 0.1 | -1.4 | 2 | 1 | 16 | -1
CC(=O)Nc1sc(N/N=C\c2ccc(O)cc2)nc1-c1cccs1 | 60* | -1 | 5 | 2.3 | -3.4 | 2 | -0.21 | 10 | 4

(list continues)
SMILES | Hck-Nef inh | Rad51 HR inh | FXIa inh | L929 necroptosis | TNF necrop inh | thrombin 1536 | Cl transport mod | FXIIa inh | hK5 inh
CCOC(=O)/C(=C\C=C1/Sc2cc(OCC)c(OCC)cc2N1CC)C(C)=O | 0 | x | 4 | 0.6 | 1.1 | 5 | i | 9 | 4
CCOC(=O)C1CCCN(c2cc(NCCCO)c([N+](=O)[O-])c3nonc23)C1 (stereo not drawn) | 2 | 1 | 2 | 1.0 | 1.1 | -1 | -0.59 | 4 | -18
CCOC(=O)C[N+](CC)(CC)CC#Cc1ccccc1 | -1 | -5 | 4 | -0.3 | 1.2 | -2 | 1.6 | 5 | -8
Cn1c(=O)c2c(nc(CN3CCN(Cc4ccccc4)CC3)n2Cc2ccccc2)n(C)c1=O | -4 | 7 | 1 | 1.8 | 1.6 | -1 | -0.39 | 9 | -8
Cc1ccccc1CS(=O)(=O)Cc1ccc(C(=O)NCc2cccnc2)o1 | 0 | 5 | 5 | 1.5 | -0.1 | -2 | x | 14 | -18
Cc1cc(C)n2cc(COc3ccc4ccccc4c3)nc2n1 | 3 | x | -3 | 0.4 | 0.1 | -8 | -1.5 | 4 | -19
CCOC(=O)Cc1cnc(NC(=O)Cn2nnc(-c3ccc(OCC)cc3)n2)s1 | 1 | -15 | -4 | -0.1 | -0.6 | 2 | -2 | 8 | -2
O=C(CSc1ccc(-c2ccc(F)cc2)nn1)N1CCN(c2ccccc2)CC1 | -3 | 8 | -13 | -0.4 | 0.3 | -10 | -0.81 | 3 | 12
Cc1cc(Oc2ccc(=O)n(C)n2)nc(SCCOc2ccccc2)n1 | 14 | 16 | -3 | 0.0 | -2.0 | -4 | -0.24 | 8 | -1

Screening data: PubChem, several laboratories
